# Screening results deposited in PubChem BioAssay by The Scripps Research Institute Molecular Screening Center.
# PAFAH1B3 FP inh = PAFAH1B3 enzyme inhibitors, primary screen, biochemical, fluorescence polarization, human. inhibition, % at 3.39 µM. Platelet-activating factor acetylhydrolase IB subunit alpha1 (Homo sapiens), Q15102. 340,000 tested, 0.28% active. recombinant PAFAH1B3, FP-rhodamine probe;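 active = inhibition above the screen-wide average of all tested compounds plus 3 SD, cut at about 25% in these data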;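 note: 0% = enzyme with DMSO only and 100% = wells lacking PAFAH1B3 protein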
# Target sequence (Q15102 whole entry, looked up): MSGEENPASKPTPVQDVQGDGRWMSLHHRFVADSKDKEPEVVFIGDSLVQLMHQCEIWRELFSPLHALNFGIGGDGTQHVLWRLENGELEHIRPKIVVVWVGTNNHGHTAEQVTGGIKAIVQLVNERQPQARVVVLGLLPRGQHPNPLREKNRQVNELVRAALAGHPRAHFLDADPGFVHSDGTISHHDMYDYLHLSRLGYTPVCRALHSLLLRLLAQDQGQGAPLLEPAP
# ZTA counter = ZTA (EBV) inhibition in EBNA-1 counter-screen; 320,000 tested, 0.15% active; P03206; inhibition, % at 11 µM; ZTA-DNA binding, fluorescence polarization; AID 2234; in the data active = inhibition above about 33%
# GSTO1 counter = inhibitors of recombinant GSTO1, primary screen, counter-screen for RBBP9 inhibitor project, biochemical, fluorescence polarization; Glutathione S-transferase omega-1 (Homo sapiens), P78417; activity-based probe fluorescence polarization; inhibition, % at 5.96 µM; 300,000 tested, 1.1% active; AID 1974, 2009;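 active = inhibition above the campaign mean inhibition plus 3 SD, cut at about 35% in these data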;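 note: 0% = GSTO1-1 with DMSO and 100% = wells lacking GSTO1-1 enzyme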
# Target sequence (P78417 whole entry, looked up): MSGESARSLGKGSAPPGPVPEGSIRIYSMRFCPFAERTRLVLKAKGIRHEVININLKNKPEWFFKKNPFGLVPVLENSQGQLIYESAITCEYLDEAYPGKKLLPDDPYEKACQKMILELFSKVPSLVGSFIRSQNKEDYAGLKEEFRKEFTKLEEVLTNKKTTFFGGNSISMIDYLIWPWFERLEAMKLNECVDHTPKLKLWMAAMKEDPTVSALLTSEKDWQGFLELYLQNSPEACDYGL
# PAFAH2 inh = PAFAH2 enzyme inhibitors, primary screen, biochemical, fluorescence polarization, human; inhibition, % at 3.39 µM; recombinant PAFAH2, FP-rhodamine activity probe; 340,000 tested, 0.99% active;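 active = inhibition above the mean over all tested compounds plus 3 SD, cut at about 30% in these data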;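 note: inhibitors block probe labeling of enzyme so polarization drops; 0% = enzyme with DMSO and 100% = wells lacking PAFAH2 protein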
# PREPL inhibitor = PREPL enzyme inhibitors, primary screen, biochemical, fluorescence polarization; Prolyl endopeptidase-like (Homo sapiens), Q4J6C6; recombinant PREPL, fluorescence polarization activity-based probe; inhibition, % at 5.96 µM; 320,000 tested, 0.68% active; in the data active = inhibition above about 43%;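 note: 0% = enzyme with DMSO and 100% = wells lacking enzyme; many of its hits are not listed in these tables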
# PAD4 FP inh = human PAD4 inhibitors, primary screen, biochemical, fluorescence polarization, 1536-well format; Protein-arginine deiminase type-4 (Homo sapiens), Q9UM07; recombinant PAD4, RCA probe fluorescence polarization; inhibition, % at 6.36 µM; 330,000 tested, 0.41% active; AID 485272, 2010;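 active = percent inhibition above a cutoff equal to the mean of all tested compounds plus 3 SD, cut at about 15% in these data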;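 note: 0% = PAD4 with RCA probe and DMSO and 100% = probe without PAD4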
# LYPLA2 inh = LYPLA2 inhibitors, primary screen, counter-screen for PME1 inhibitor project, biochemical, fluorescence polarization, FP-Rh probe ABPP | 320,000 tested, 0.38% active | Acyl-protein thioesterase 2 (Homo sapiens), O95372 | recombinant LYPLA2 | AID 2177, 2009 | inhibition, % at 5.9 µM;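 active = inhibition above the screen-wide mean plus 3 SD, limit set per campaign, cut at about 26% in these data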;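 note: 0% = LYPLA2 with DMSO and 100% = wells lacking LYPLA2 enzyme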
# Target sequence (O95372 whole entry, looked up): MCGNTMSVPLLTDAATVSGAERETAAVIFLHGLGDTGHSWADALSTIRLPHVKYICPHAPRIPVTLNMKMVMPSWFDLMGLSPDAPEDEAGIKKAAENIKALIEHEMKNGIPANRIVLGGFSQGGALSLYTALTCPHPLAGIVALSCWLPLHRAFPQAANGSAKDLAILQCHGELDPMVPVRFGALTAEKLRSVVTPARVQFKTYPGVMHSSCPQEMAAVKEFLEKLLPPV
# EBNA-1 inhibitor = EBNA-1 DNA-binding inhibitors, primary screen, biochemical, fluorescence polarization | inhibition, % at 14.8 µM | 300,000 tested, 0.34% active | AID 1950, 2009; in the data active = inhibition above about 28%
# LYPLA1 inh = LYPLA1 inhibitors, primary screen, counter-screen for PME1 inhibitor project, biochemical, fluorescence polarization, FP-Rh probe ABPP. Acyl-protein thioesterase 1 (Homo sapiens), O75608. recombinant LYPLA1. AID 2174, 2009. 320,000 tested, 0.16% active. inhibition, % at 5.9 µM;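 active = inhibition above the mean of all tested compounds plus 3 SD, set per campaign, cut at about 14% in these data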;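 note: inhibitors block serine hydrolase probe labeling of LYPLA1 so polarization falls; 0% = enzyme with DMSO and 100% = wells lacking LYPLA1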
# Target sequence (O75608 whole entry, looked up): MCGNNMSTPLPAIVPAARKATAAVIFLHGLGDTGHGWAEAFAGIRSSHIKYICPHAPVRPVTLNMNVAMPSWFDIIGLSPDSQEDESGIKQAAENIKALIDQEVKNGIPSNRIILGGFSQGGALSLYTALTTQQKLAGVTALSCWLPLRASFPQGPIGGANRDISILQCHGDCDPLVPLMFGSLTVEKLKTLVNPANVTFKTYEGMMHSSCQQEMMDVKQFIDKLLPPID
# The depositor's hits bear a star; · = not tested or not shown. Not all compounds are listed. The share of hits here may be higher or lower than overall.
SMILES,PAFAH1B3 FP inh,ZTA counter,GSTO1 counter,PAFAH2 inh,PREPL inhibitor,PAD4 FP inh,LYPLA2 inh,EBNA-1 inhibitor,LYPLA1 inh
Cc1ccc(C(=O)CCS(=O)(=O)c2ccc(Br)cc2)cc1,0,-1,-2,2,-16,-3,16,2,-1
CCc1ccc(NS(=O)(=O)c2cc3c(cc2C)n(C)c(=O)c(=O)n3C)cc1,-3,0,3,7,7,-2,0,2,0
COc1cnn(-c2ccc(C)cc2)c(=O)c1SCc1ccccc1,2,0,3,7,-2,0,6,1,-3
COc1ccc(-c2c(-c3ccc4c(c3)OCO4)noc2C)cn1,5,-1,0,5,-6,5,-3,-11,-4
COC(=O)[C@@H]1C[C@@]2(O)[C@H](O)[C@H](O)[C@H](O)C[C@H]2N1Cc1ccc(C)s1,10,11,-1,1,13,-10,-2,-12,0
CC1CCCN(S(=O)(=O)c2ccc3c(c2)n(C)c(=O)c(=O)n3C)C1 (stereo unspecified),2,4,2,-3,-1,-10,1,-9,-1
N#C/C(=C\C1=C(N2CCOCC2)C(=C\c2ccc(Cl)cc2)/CC1)C(=O)Nc1ccccc1F,-37,5,-30,-34,-10,-16,-21,8,-16
O=C(CC1(O)C(=O)c2ccccc2C1=O)c1ccccc1,4,-15,0,6,2,4,-6,-6,-3
Cc1ccc(SCC(=O)OCC(=O)N(C)CC(=O)Nc2ccc(F)cc2)cc1,3,5,-1,-11,4,0,3,-10,0
COc1ccccc1OCC(=O)NCC1CCCN(Cc2cnn(C(C)C)c2)C1 (stereo unspecified),2,15,-2,0,-2,-6,-1,13,2
COc1ccc(S(=O)(=O)N2CCOCC2)cc1C(=O)N(C)Cc1ccco1,-7,·,·,3,16,-2,·,·,·
O=C(O)CCNS(=O)(=O)c1cccc(Br)c1,8,-26,2,-1,-4,5,1,-15,0
CC(C)C1CCN(C(=O)C2CCC(=O)N(CCc3ccc(Cl)cc3)C2)CC1 (stereo unspecified),12,13,-3,11,23,0,6,8,4
CCC(C)[C@H](NC(=O)N1CCCC1)C(=O)O (stereo partly specified),-5,2,12,-1,1,-2,-2,-1,-3
CCOc1ccc(/C=N/n2c(C)nnc2C)cc1OC,·,-1,11,·,10,-6,1,-4,2
CC(C)(C)NCc1cc(Br)ccc1OCc1cccs1,10,-12,-6,-2,22,-4,-10,-13,1
CC(c1nccs1)N(C)C(=O)CCc1nnc(CCc2ccccc2)o1 (stereo unspecified),3,0,8,-4,7,3,2,3,-2
COc1ccc(/C=N/Nc2nncc3ccccc23)cc1,-1,-4,0,2,6,-1,2,2,3
Cc1cnc(NC(=O)CCc2ccccc2)s1,1,-14,-13,-1,-5,1,2,2,1
O=C(NCCc1ccccc1)c1c(F)cccc1F,4,-7,-4,5,-6,-2,5,1,2
CC(=O)NC1=NN(c2ccccc2)C(=O)C1,3,11,13,5,-1,43*,-4,-8,-3
CCCc1nc2ccccc2c(=O)n1-c1ccc(C(=O)OCC)cc1,8,0,8,11,-7,-3,-2,-9,-1
COC(=O)c1ccsc1NC(=O)c1ccco1,8,11,-2,5,-2,-5,9,2,2
CCN1C(=O)/C(=C/C=C2\C=CN(CC)c3ccccc32)SC1=S,0,0,3,-2,6,-9,5,-4,6
O=C(Cn1cc(SCc2ccc(F)cc2)c2ccccc21)N1CCOCC1,9,7,5,2,13,-1,3,-5,5
CCN(CC)S(=O)(=O)c1ccc(NN=C2CCN(C(C)C)CC2)c([N+](=O)[O-])c1,6,10,5,1,1,-6,5,8,1
O=C(COC(=O)c1ccc(Cl)cc1O)NC(=O)C1CCCCC1,12,-13,2,-1,6,-2,7,3,0
CC(C)[C@H](NS(=O)(=O)c1ccccc1)C(=O)OCn1nnc2ccccc2c1=O,1,-8,3,-1,-1,-9,-3,7,0
O=C(c1ccc2c(c1)OCO2)C1CCCN(C(=O)Nc2ccc(F)cc2F)C1 (stereo unspecified),7,-1,-13,-2,12,-2,3,5,-3
Nc1ccc(C(=O)NCCCCCCNC(=O)c2ccc(N)cc2)cc1,-4,-8,-1,-5,-3,2,2,-5,-2
CC(=O)Oc1ccc(C(=O)Nc2cc(C)ccc2NC(=O)COc2ccccc2)cc1,-15,2,-7,4,-5,-2,-6,0,-5
Cc1ccc(NCCCCO)cc1C,7,2,-3,5,16,-39,4,-12,0
O=C(NC1CCCC1)C(c1ccccc1F)N(C(=O)Cc1cccs1)c1ccc2c(c1)OCCO2 (stereo unspecified),11,10,1,-1,3,-3,3,-6,-2
O=C1OC(c2ccc3c(c2)OCO3)=N/C1=C\c1ccc(C(=O)O)cc1,10,7,6,4,2,0,1,-2,-1
CCOc1ccc2nc(SCC(=O)N(C)C3CCS(=O)(=O)C3)[nH]c2c1 (stereo unspecified),-2,9,3,9,0,-2,6,11,-3
Cc1ccc(N2Cc3ccccc3C2=O)cc1,2,-9,4,-2,2,2,3,-5,1
Cc1occc1-c1nnc(SCC(=O)N2CCN(c3ccc(F)cc3)CC2)n1C,-1,3,4,0,30,2,-3,-1,0
O=C(Nc1ccccc1N1CCCC1)c1cc(Cl)ccc1Cl,-4,-2,2,0,7,0,-5,-9,-1
Cc1ccc(C)c(C(=O)COC(=O)CN2C(=O)C3C4CCC(C4)C3C2=O)c1 (stereo unspecified),3,-2,10,4,2,-3,2,9,-2
COc1cccc(-n2nc(C(=O)O)c3ccccc3c2=O)c1,-2,-6,2,1,-1,-4,1,6,0
Cc1oc(-c2ccoc2)nc1CN(CC1CCC(=O)N1)C(C)C (stereo unspecified),7,9,-3,0,-1,-1,-9,-1,-7
Cn1cccc1Cc1nnc(SCC(=O)Nc2ccccc2)n1-c1ccc(F)cc1,3,3,1,-2,5,-2,-3,6,0
Cc1cc(C)nc(/N=C(\N)Nc2ccc(C(C)C)cc2)n1,6,-4,-18,-2,-3,6,-6,-5,-3
O=C(c1ccccn1)N(Cc1ccco1)C1(C(=O)NC2CCCC2)CCCCC1,-8,-1,14,4,2,2,-3,-4,0
COc1ccc(Cn2c(C)nnc2-c2cnn(C)c2N)cc1,1,16,0,-3,-4,-3,2,-4,-2
COC(=O)c1cccc(NC(=O)CSc2ncn[nH]2)c1,3,-22,-4,2,-6,-3,5,-13,2
Nc1cc(-c2cccc(F)c2)nn1S(=O)(=O)c1cccc2nsnc12,-2,-5,5,4,-2,-2,-3,5,-5
CCNC(=O)c1ccc(-n2nc(C)cc2-c2ccccc2)cc1,5,-1,7,-2,9,1,6,-3,0

# Single records, from the list above. Order of values: PAFAH1B3 FP inh, ZTA counter, GSTO1 counter, PAFAH2 inh, PREPL inhibitor, PAD4 FP inh, LYPLA2 inh, EBNA-1 inhibitor, LYPLA1 inh
# Record of Cc1cnc(NC(=O)CCc2ccccc2)s1 = 1, -14, -13, -1, -5, 1, 2, 2, 1
# Record of CC(=O)NC1=NN(c2ccccc2)C(=O)C1 = 3, 11, 13, 5, -1, 43*, -4, -8, -3

# Additional results follow.
SMILES,PAFAH1B3 FP inh,ZTA counter,GSTO1 counter,PAFAH2 inh,PREPL inhibitor,PAD4 FP inh,LYPLA2 inh,EBNA-1 inhibitor,LYPLA1 inh
O=C(N/N=C\c1ccc(Cl)cc1Cl)c1sccc1-n1cccc1,-3,-2,-13,3,-27,0,-3,6,-8
COCCCNC(=O)c1ccccc1NS(=O)(=O)c1ccc(C)cc1,13,4,-2,2,2,-1,7,1,2
COc1ccc(S(=O)(=O)N2CCc3ccccc32)cc1OC,3,-4,9,-2,11,2,0,-2,-2
O=C(NCCc1ccc(Cl)cc1)C1CCN(c2cnccn2)CC1,-2,2,-2,-2,21,2,5,4,-1
CC1Cc2ccccc2N1C(=O)COC(=O)CNC(=O)c1ccc(Br)o1 (stereo unspecified),3,12,-4,5,-6,1,2,2,1
O=C(COC(=O)c1c2c(nc3ccccc13)/C(=C\c1cccs1)CCC2)Nc1ccccc1Cl,-18,4,2,-25,31,-6,-8,7,-6
Nc1nnc(SCC(=O)Nc2sc3c(c2C(=O)c2ccccc2)CCCC3)s1,-7,2,-4,4,11,0,-3,-8,0
Cc1cc(S(=O)(=O)Nc2ccc(N(C)C)cc2)c(C)s1,7,-14,15,-2,23,-3,3,0,2
CCN1CCN(c2cc(C(C)(C)C)nc3c(-c4ccccc4)c(C)nn23)CC1,6,-2,2,-2,16,2,2,3,-1
CCOc1ccccc1NC(=O)c1ccc(S(=O)(=O)N(C)c2ccccc2)cc1,6,-2,·,5,5,2,-3,·,-4
Cc1sc2ncnc(NCCCN3CCCC3=O)c2c1C,6,9,37*,-1,5,0,-9,8,-2
O=C(COC(=O)c1ccco1)Nc1ccc(Br)cc1,6,2,4,77*,-1,-2,2,-7,1
Cc1ccc(SCC(=O)O/N=C(\N)c2ccncc2)cc1,3,10,8,5,-7,-1,4,-2,-2

# Entries listed so far that have an aryl thioether with sulfur outside any ring:
SMILES,PAFAH1B3 FP inh,ZTA counter,GSTO1 counter,PAFAH2 inh,PREPL inhibitor,PAD4 FP inh,LYPLA2 inh,EBNA-1 inhibitor,LYPLA1 inh
COc1cnn(-c2ccc(C)cc2)c(=O)c1SCc1ccccc1,2,0,3,7,-2,0,6,1,-3
Cc1ccc(SCC(=O)OCC(=O)N(C)CC(=O)Nc2ccc(F)cc2)cc1,3,5,-1,-11,4,0,3,-10,0
O=C(Cn1cc(SCc2ccc(F)cc2)c2ccccc21)N1CCOCC1,9,7,5,2,13,-1,3,-5,5
CCOc1ccc2nc(SCC(=O)N(C)C3CCS(=O)(=O)C3)[nH]c2c1 (stereo unspecified),-2,9,3,9,0,-2,6,11,-3
Cc1occc1-c1nnc(SCC(=O)N2CCN(c3ccc(F)cc3)CC2)n1C,-1,3,4,0,30,2,-3,-1,0
Cn1cccc1Cc1nnc(SCC(=O)Nc2ccccc2)n1-c1ccc(F)cc1,3,3,1,-2,5,-2,-3,6,0
COC(=O)c1cccc(NC(=O)CSc2ncn[nH]2)c1,3,-22,-4,2,-6,-3,5,-13,2
Nc1nnc(SCC(=O)Nc2sc3c(c2C(=O)c2ccccc2)CCCC3)s1,-7,2,-4,4,11,0,-3,-8,0
Cc1ccc(SCC(=O)O/N=C(\N)c2ccncc2)cc1,3,10,8,5,-7,-1,4,-2,-2
